M4 antag – blocks acetylcholine activation of human M4 receptor. P08173. CHO-hM4 cells, ACh EC80, Fluo-8 calcium fluorescence. inhibition, % at 3 µM. hit rate 0.73% among 360,000;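 active means inhibition above its plate's cutoff, the mean inhibition of sample wells plus 3 SD, cut at about 27% in these data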;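 further: 0% = acetylcholine EC80 with DMSO and 100% = DMSO without agonist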
Target sequence (P08173 whole entry, looked up): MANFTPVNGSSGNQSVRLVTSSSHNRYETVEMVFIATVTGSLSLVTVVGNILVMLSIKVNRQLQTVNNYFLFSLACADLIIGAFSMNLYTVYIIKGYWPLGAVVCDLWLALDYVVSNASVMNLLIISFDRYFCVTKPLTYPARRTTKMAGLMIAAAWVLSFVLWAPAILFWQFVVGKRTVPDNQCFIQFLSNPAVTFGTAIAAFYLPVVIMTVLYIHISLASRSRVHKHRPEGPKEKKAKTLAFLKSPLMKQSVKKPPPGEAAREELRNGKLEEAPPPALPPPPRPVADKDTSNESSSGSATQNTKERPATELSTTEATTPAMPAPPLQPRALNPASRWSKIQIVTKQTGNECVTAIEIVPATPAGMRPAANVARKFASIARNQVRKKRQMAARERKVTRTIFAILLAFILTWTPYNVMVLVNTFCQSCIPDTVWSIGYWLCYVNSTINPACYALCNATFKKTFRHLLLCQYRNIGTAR
CRFR2-BP antag – CRF-BP/CRF-R2 complex antagonism. HEK293 CRF-R2/CRF-BP, CRF-induced calcium fluorescence. inhibition, % at 11.8 µM. hit rate 0.59% among 350,000;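 active means inhibition of the ligand-induced calcium signal above about 50% at the single tested concentration, limit read from the data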
M1 PAM – positive allosteric modulators of human M1 muscarinic receptor | P11229 | CHO-K1 hM1, Fluo-8 calcium fluorescence, ACh EC20; 0% = ACh EC20, 100% = maximal ACh | activation, % at 3 µM | hit rate 0.088% among 360,000 | AID 588819; in the data active means activation above about 19%, passing the limit was not always enough
M4 PAM – positive allosteric modulators of human muscarinic M4 receptor; hit rate 0.4% among 360,000; CHO-K1 hM4/Gqi5, Fluo-8 calcium fluorescence, ACh EC20; 0% = ACh EC20, 100% = maximal ACh; activation, % at 3 µM;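 active means activation above its plate's cutoff, the mean activation of sample wells plus 3 SD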; further: some results filed as inactive read as strong as hits
CHRM5 PAM – CHRM5 positive allosteric modulation; CHO-K1 hM5, Fluo-8 calcium, ACh EC20 PAM; 0% = ACh EC20, 100% = ACh EC100; activation, % at 3 µM; AID 624038; hit rate 0.3% among 360,000;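 active means activation above the run cutoff, the mean activation of all test compounds plus 3 SD, cut at about 18% in these data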
Target sequence (P08912 whole entry, looked up): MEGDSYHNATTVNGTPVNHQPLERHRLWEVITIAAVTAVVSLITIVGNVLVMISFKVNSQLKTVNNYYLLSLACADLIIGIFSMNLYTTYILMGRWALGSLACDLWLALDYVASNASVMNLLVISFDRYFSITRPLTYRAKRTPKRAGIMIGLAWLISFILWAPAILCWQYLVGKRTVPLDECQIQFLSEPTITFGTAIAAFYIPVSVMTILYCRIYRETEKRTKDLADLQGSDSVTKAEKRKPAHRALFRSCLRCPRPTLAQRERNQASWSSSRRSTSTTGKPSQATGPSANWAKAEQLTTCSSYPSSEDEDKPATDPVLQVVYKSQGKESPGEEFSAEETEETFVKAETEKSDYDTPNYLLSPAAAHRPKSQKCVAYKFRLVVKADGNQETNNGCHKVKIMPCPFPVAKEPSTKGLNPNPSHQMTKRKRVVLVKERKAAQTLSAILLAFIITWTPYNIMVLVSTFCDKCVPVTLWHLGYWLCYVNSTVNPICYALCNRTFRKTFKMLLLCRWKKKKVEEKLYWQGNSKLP
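system = human M5 receptor in CHO-K1 cells | compound = one concentration, 3 µM final (nominal) | schedule = Post-acetylcholine fluorescence recording 140 s | signal = Fluo-8 calcium dye fluorescence, kinetic read | benchmarks = low control EC20 acetylcholine (0%), high control EC100 acetylcholine (100%) | repeats = singlicate, one well per test compound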
CHRM4 agonist – agonists of human muscarinic M4 receptor (CHRM4) | activation, % at 3 µM | CHO-K1 hM4/Gqi5, Fluo-8 calcium fluorescence; vehicle 0%, full acetylcholine response 100% | P08173 | hit rate 0.14% among 360,000 | AID 624127;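 active means activation above the run mean over all test wells plus 3 SD, cut at about 32% in these data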;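 further: peak over basal fluorescence ratio per well then scaled between controls; 0% = DMSO wells and 100% = acetylcholine at EC100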
CHRM5 antagonist – antagonists of human muscarinic M5 receptor (CHRM5); P08912; hit rate 0.59% among 360,000; inhibition, % at 3 µM; CHO-hM5 cells, Fluo-8 calcium fluorescence, ACh EC80;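 active means inhibition above a per-plate cutoff, the mean of that plate's test compounds plus 3 SD, cut at about 27% in these data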;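 further: 0% = acetylcholine EC80 with DMSO and 100% = DMSO without agonist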
CRFR2-BP ag – agonists of human CRF-binding protein/CRF-R2 receptor complex; HEK293 CRF-R2/CRF-BP, calcium dye fluorescence (FLIPR); percent of saturating CRF peptide response; hit rate 0.46% among 350,000; activation, % at 13.2 µM; AID 588473;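 active means activation of at least 50%, plus an integration ratio under a set limit after plate pattern correction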;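 further: plate controls were neutral control wells without compound for no effect and CRF at EC100 for full effect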
M5 ag – CHRM5 agonism in calcium assay | activation, % at 3 µM | hit rate 0.19% among 360,000 | CHO-K1 hM5 cells, Fluo-8 calcium fluorescence; 0% DMSO wells, 100% maximal acetylcholine response | P08912;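 active means activation above the run's mean over test compounds plus 3 SD, cut at about 23% in these data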;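 further: signal is peak over basal fluorescence ratio across the kinetic read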
Numbers without * were called inactive; nt = no result given.

Value order – M4 antag	CRFR2-BP antag	M1 PAM	M4 PAM	CHRM5 PAM	CHRM4 agonist	CHRM5 antagonist	CRFR2-BP ag	M5 ag
- C(=N\N1CCN(Cc2cccc3ccccc23)CC1)/c1ccco1
    6	-37	11	4	5	-1	-8	-0.7	-7
- Cc1ccc(S(=O)(=O)Oc2cccc(/C=N/Nc3ccc(C(=O)O)cc3)c2)cc1
    1	27	3	2	7	-3	-3	-1.8	-2
- COC(CNC(=O)C1CCCCC1C(=O)O)OC (configuration not stated)
    10	15	6	8	1	0	-1	-1.5	-2
- Oc1ccccc1-c1nnc(-c2ccc(C(F)(F)F)cc2)o1
    0	-17	3	3	8	0	-3	0.4	1
- CCc1ccccc1NC(=O)Cn1c(=O)n(-c2ccc(CC(=O)NCC3CCCO3)cc2)c(=O)c2ccccc21 (configuration not stated)
    1	-3	11	10	9	0	-3	0.5	1
- CC(C)CC(c1nnnn1Cc1ccc2c(c1)OCO2)N1CCC(C(N)=O)CC1 (configuration not stated)
    -7	-6	4	-4	-2	2	-13	-1.8	0
- CCn1c2ccccc2c2cc(NC(=O)C/C(C)=N/NC(=O)c3ccccc3N)ccc21
    12	-40	-8	-6	-11	nt	13	-10	1
- Cn1c(C(=O)N[C@@H](Cc2ccccc2)C(=O)O)cc2cc(F)ccc21
    -2	-6	6	6	3	1	2	1.4	-4
- O=C(c1cc(COc2ccc(F)cc2F)on1)N1CCN(C2CCCC2)C(=O)C1
    -5	8	0	-5	-9	8	9	-0.8	0
- Cc1ccc(N2CC(C(=O)Nc3ccc(N(C)C)cc3)CC2=O)cc1C (configuration not stated)
    -7	-7	6	3	5	0	-2	-3.5	3
- CCOCCOC(=O)CCSc1n[nH]c(=O)[nH]c1=O
    4	5	8	-1	-5	1	14	-0.3	1
- O=C(NC1CCCCC1)c1cc(N2C(=O)CCC2=O)ccc1Cl
    -15	7	21	0	6	2	1	0.9	-2
- CCOC(=O)C1C(=O)NC(N2CCc3ccccc32)=NC1c1ccccc1 (configuration not stated)
    -6	-5	-4	3	-2	3	-2	0.8	-3
- COc1cccc(-c2c(NC(=O)c3ccco3)oc3ccc(Cl)cc3c2=O)c1
    -1	-12	2	2	-2	0	-4	-2.5	-2
- CN(CC(=O)Nc1ccccc1Br)C(=O)CCSc1ccc(F)cc1
    -9	10	-3	-3	-7	4	6	-1.5	4
- CC(=O)Nc1ccc(C(=O)CSc2nnc(-c3ccc(O)cc3)n2CC2CCCO2)cc1 (configuration not stated)
    2	1	-1	7	2	1	-8	0.8	2
- CN(C)S(=O)(=O)c1ccc(C(=O)NC2CCCc3ccccc32)cc1 (configuration not stated)
    9	-10	8	-3	3	1	5	-4.2	-5
- O=C(CSc1nc2c(cnn2-c2cccc(Cl)c2)c(=O)[nH]1)NCC1CCCO1 (configuration not stated)
    7	3	3	-1	-5	0	6	-1.1	2
- CN(Cc1ccc(C(C)(C)C)cc1)C(=O)Cc1ccc(S(=O)(=O)N2CCOCC2)s1
    -4	4	-10	-3	-9	13	10	3.8	1
- CC(=O)c1ccc(N2CCN(C(=O)C3CCC3)CC2)cc1
    9	3	1	-1	-4	0	-6	-0.3	-2
- CCOC(=O)C1(C)CCCN(C(=O)c2c(-c3ccccc3)noc2C)C1 (configuration not stated)
    -7	nt	0	2	0	1	4	nt	-1
- CN(C)S(=O)(=O)c1ccc(S(=O)(=O)NCCN2CCOCC2)cc1
    -15	5	9	-2	-7	0	-18	0.0	2
- Cc1cc(C)c(NC(=O)Nc2ccccc2C)c(Cl)c1
    12	37	-8	-2	-9	0	12	-0.8	-7
- CSCCn1c(C(C)(C)C)cc(C(=O)O)c1C
    0	3	5	4	2	1	4	-0.1	1
- CCc1ccc2c(c1)C(c1cccs1)=NNC(c1cccnc1)=N2
    0	-16	5	-5	1	0	-1	0.8	-5
- O=C(Nc1nnc(C2CC2)s1)c1ccc(Cl)nc1
    -13	0	0	7	1	1	1	-1.6	2
- CCOC(=O)C1=C(N)n2c(s/c(=C\c3cccnc3)c2=O)=C(C(=O)OC)C1c1cccnc1 (configuration not stated)
    -6	20	-4	1	3	0	2	-2.3	-1
- Cc1cc(C)nc(SCC(=O)c2ccc(O)cc2O)n1
    -5	-4	6	-6	-6	1	3	-1.9	2
- COc1ccc(OCCn2c(C)nc3ccccc32)cc1
    -12	18	16	0	-10	8	7	1.7	3
- CCOC(=O)c1c(NC(=O)C(C)S(=O)(=O)c2cn(CC)c3ccccc23)sc2c1CCCC2 (configuration not stated)
    -2	-37	7	11	2	1	-1	4.2	-1

Filtered by structure, the compounds so far containing an aryl methoxy group
Value order – M4 antag	CRFR2-BP antag	M1 PAM	M4 PAM	CHRM5 PAM	CHRM4 agonist	CHRM5 antagonist	CRFR2-BP ag	M5 ag
- COc1cccc(-c2c(NC(=O)c3ccco3)oc3ccc(Cl)cc3c2=O)c1
    -1	-12	2	2	-2	0	-4	-2.5	-2
- COc1ccc(OCCn2c(C)nc3ccccc32)cc1
    -12	18	16	0	-10	8	7	1.7	3

Following part:
Value order – M4 antag	CRFR2-BP antag	M1 PAM	M4 PAM	CHRM5 PAM	CHRM4 agonist	CHRM5 antagonist	CRFR2-BP ag	M5 ag
- c1cc2c3c(cccc3c1)NC1(CCCCC1)N2
    5	23	-11	0	-3	2	1	-1.0	1
- CCCCCC(=O)Nc1cc2[nH]c(=O)cc(COC)c2cc1C
    -4	-5	3	4	-10	1	-6	-0.8	-4
- CCOc1ccc(-c2nnn(CC(=O)N3CCN(c4ccc(OC)cc4)CC3)n2)cc1OCC
    13	-21	1	-7	-1	2	7	-1.0	3
- O=C(/C=C/c1cc(Br)ccc1F)Nc1cccnc1
    -17	-7	-1	-5	0	7	1	-0.1	-2
- CC1(C)C[C@@H]1C(=O)N/C(=C\CCCCSC[C@H](N)C(=O)O)C(=O)O
    3	-10	9	-3	6	2	-8	-1.9	0
- COc1ccc(CCNC(=O)c2ccc(NS(=O)(=O)c3c(C)noc3C)cc2)cc1OC
    7	2	-1	-2	-6	1	11	-2.2	-2
- Cc1ccc(F)c(S(=O)(=O)NC(=O)C2(C)CCN2C(=O)CCc2cccs2)c1 (configuration not stated)
    0	nt	6	2	1	0	6	nt	0
- CC(C)(C)c1cc(NC(=O)Nc2ccc(Br)cc2Cl)no1
    5	-48	-16	-6	-8	1	3	2.6	-4
- CC(=O)Nc1c(C)nn(-c2ccc(C)c(C)c2)c1C
    3	2	8	-10	1	1	-2	-1.2	-2
- COc1ccc(Cc2nc(C)cc(Cl)n2)cc1[N+](=O)[O-]
    4	9	19	6	-2	0	-9	-2.7	-2
- CC(=O)c1c(N2CCOCC2)nc(=S)n(-c2cc(C)ccc2C)c1C
    -4	-5	-7	-10	0	0	-1	-0.1	-6
- O=C(NCCc1ccccc1)c1cc(S(=O)(=O)N2CCOCC2)ccc1F
    -3	13	13	8	17	1	1	-0.4	-8
- O=C(N/C(=C/c1ccc([N+](=O)[O-])cc1)C(=O)N1CCCC1)c1ccccc1
    6	1	7	-7	6	1	-8	-0.3	4
- CCCCn1c(C(C)NC(=O)COC)nc2ccccc21 (configuration not stated)
    2	7	-3	-1	2	0	2	-0.1	-1
- COc1nc(N(C#N)CC(N)=O)nc(N2CCCC2)n1
    -7	5	7	11	-2	1	3	-0.2	-1
- CC1(C)c2[nH]c3ccccc3c2C[C@@H]2C(=O)N(c3ccc(F)cc3F)C(=O)N21
    15	-13	-8	-2	-26	30	19	2.5	9
- O=C(NC1CCCC1)C(c1ccncc1)N(C(=O)Cc1cccs1)c1ccc(F)cc1 (configuration not stated)
    -7	10	0	-8	-10	11	12	-2.1	0
- Cc1cc(/C=C(\C#N)C(=O)Nc2ccccc2F)c(C)[nH]1
    3	-4	5	-5	0	3	8	4.7	-2
- CC(=O)Nc1ccc(NC(=O)CSc2nnc(NC(=O)c3ccc(Br)o3)s2)cc1
    6	9	14	4	-6	0	15	1.2	-2
- COc1ccc(/C=C/C(=O)NC(=S)Nc2ccccn2)cc1
    -4	14	-1	1	-2	1	0	-0.6	-3
- O=C(Nc1ccc(S(=O)(=O)N2CCCC2)cc1)C1CCCCC1
    10	-14	-2	-11	-5	1	6	0.0	-2
- O=C(CCc1ccccc1)Nc1cc2c(cc1C(=O)O)OCCCO2
    8	1	4	1	3	-1	12	-1.3	1
- COc1ccc(O)c(C(=O)CC(=O)c2cccnc2)c1
    -16	10	1	-1	-7	5	1	-6.8	0
- COc1cccc(/C=N/NC(=O)CNC(=O)c2ccc(S(=O)(=O)N3CCCC3)cc2)c1OC
    5	5	-4	-9	1	5	-1	-0.1	4
- CCOC(=O)c1cnc(C(C)(C)C)[nH]c1=O
    5	-10	-6	0	-3	0	5	-1.1	-3
- COc1ccccc1N1CCN(C(=O)C2C3C=CC4(CN(Cc5ccccc5Cl)C(=O)C24)O3)CC1 (configuration not stated)
    -23	22	7	8	-3	3	4	-0.6	0
- CCN(CC)S(=O)(=O)c1cccc(C(=O)NCC2CCCO2)c1 (configuration not stated)
    -5	-12	11	8	3	1	-5	2.6	1
- CN1C(=O)/C(=N/OC(=O)c2ccccc2)c2ccccc21
    -6	18	1	17	-1	1	-15	-4.7	-3
- CC1(c2ccc([N+](=O)[O-])cc2)NC(=O)N(CC(=O)Nc2cccnc2Cl)C1=O (configuration not stated)
    -3	-25	9	6	2	11	6	44	22
- C=C(C)CN(CC)c1nc(N)c(C#N)c(CC#N)c1C#N
    -1	0	-1	-4	-1	8	5	0.1	1
- O=C(CCl)N1CCN(S(=O)(=O)c2ccc3c(c2)CCC3)CC1
    8	-4	-5	-1	-7	2	19	-0.6	2
- CCC(C)(C)NC(=O)C(c1ccco1)N(C(=O)CNC(=O)c1cccs1)c1cccnc1 (configuration not stated)
    -12	-1	3	4	29*	6	29*	3.8	-1
- CCOC(=O)C1(Cc2ccc(Cl)cc2)CCN(Cc2ccon2)CC1
    -11	-4	3	-5	-5	7	5	-0.4	1
- CCOc1ccccc1N1CCN(CC(=O)N(CC(C)C)c2c(N)n(CC(C)C)c(=O)[nH]c2=O)CC1
    -21	-3	5	-1	6	1	-8	2.2	-7
- O=C(O)c1cccc(S(=O)(=O)Nc2ccccc2Cc2ccccc2)c1
    7	6	21	-5	-2	1	24	0.4	-3
- O=C(/C=C/c1ccccc1)NCCc1nc2ccccc2[nH]1
    -9	-9	8	1	-1	6	4	7.9	1
- CCCc1cc(=O)oc2c3c(cc(OCC(=O)N[C@@H](CSC)C(=O)O)c12)OC(C)(C)CC3
    5	-1	5	-1	6	-1	1	2.5	-2
- COc1ccc(S(=O)(=O)NCCC(=O)OCc2cc(=O)oc3cc(C)ccc23)cc1[N+](=O)[O-]
    15	5	-16	-11	-27	18	15	-0.3	5
- O=S(=O)(Nc1cccc(-c2cn3cccnc3n2)c1)c1ccccc1
    -3	-1	-1	7	0	2	-3	-0.2	1
- O=c1ccc(Oc2nc(N3CCOCC3)nc(N3CCOCC3)n2)nn1-c1ccccc1
    3	2	3	-5	-7	1	0	3.3	-1
- C/C(=N/NC(=O)Cn1nc2ccccc2n1)c1ccc(F)cc1
    4	-11	5	-8	-4	1	2	6.8	-3
- COc1ccc(CN2CCC3CC2c2cc(-c4cccc(C)c4)ccc23)cc1 (configuration not stated)
    6	-17	0	-3	-4	5	11	-1.0	3
